Screening data (PubChem BioAssay)
ARFGAP1 inh – inhibitors of rat ARFGAP1 GAP activity, primary screen, biochemical, fluorescence polarization, GDP tracer; ADP-ribosylation factor GTPase-activating protein 1 (Rattus norvegicus), Q62848; Arfgap1-stimulated ARF1 GTP hydrolysis, GDP FP detection; inhibition, % at 16.5 µM; hit rate 0.26% among 360,000; AID 651572, 2012;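 active = inhibition above a per-plate limit, mean inhibition of low control wells plus 3 SD, cut at about 25% in these data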;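 also: 0% = DMSO wells with enzyme and 100% = wells lacking Arfgap1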
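Assay system: Rat Arfgap1 GAP domain (His6, aa 1-136), purified enzyme | Buffer or medium: HEPES 25 mM pH 7.5, NaCl 150 mM, MgCl2, DTT | Schedule: GTP hydrolysis reaction 2 h at 25 °C | Signal: FP of antibody-bound GDP Alexa 633 tracer, ex 620/em 688 nm | Measure: Percent inhibition of Arfgap1-stimulated GTP hydrolysis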
MBD2 inh – inhibitors of MBD2 binding to methylated DNA, primary screen, biochemical, TR-FRET, DNA-binding domain, human; Methyl-CpG-binding domain protein 2 (Homo sapiens), Q9UBB5; MBD2 binding to methylated oligonucleotide; inhibition, % at 4.4 µM; hit rate 0.31% among 370,000; AID 686964, 2013; in the data active = inhibition above about 13%
Tn7 DDE FP – inhibitors of Tn7 peptide binding to fibrin DD(E), primary screen, biochemical, fluorescence polarization, human fibrin, Tn7 probe; Fibrinogen beta chain (Homo sapiens), P02675; FP displacement of FITC-Tn7 peptide from fibrin DD(E); 0% = median of compound wells per plate; inhibition, % at 8.3 µM; hit rate 0.13% among 370,000; AID 720508, 2013;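 active = inhibition above the mean of compounds falling within the control limits plus 3 SD of them, cut at about 14% in these data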;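 also: 0% = plate median of compound wells and 100% = 10 µM Aha-Tn7 peptide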
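Test system – human fibrin DD(E) · Times – 10 min preincubation, 3 h with tracer, room temperature · Detection – fluorescence polarization of the labelled Tn7 tracer · Measure – percent inhibition normalized to high-control wells · Benchmarks – high control wells with 10 µM unlabelled Aha-Tn7 peptide (full inhibition) · Repeats – singlicate testing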
ADAM17 inh – ADAM17 inhibitors, primary screen, biochemical, QFRET; recombinant ADAM17, EDANS/DABCYL FRET peptide cleavage; inhibition, % at 6.95 µM; hit rate 0.83% among 370,000; Disintegrin and metalloproteinase domain-containing protein 17 (Homo sapiens), P78536;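 active = inhibition above the mean of compounds lying between control limits plus 3 SD, set per campaign, cut at about 8.5% in these data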;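 also: 0% = DMSO-only wells as the low control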
proKLK7 act – proKLK7 zymogen activators, primary screen, biochemical, fluorescence intensity | activation, % at 7 µM | AID 652039, 2013 | hit rate 0.9% among 370,000 | purified proKLK7, EDANS-DABCYL substrate fluorescence; 100% is mature enzyme control, 0% vehicle | Kallikrein-7 (Homo sapiens), P49862;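 active = activation above the mean of all tested compounds plus 3 SD, computed per campaign excluding outliers beyond control limits, cut at about 13% in these data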
UHRF1 binding – UHRF1 methylated DNA binding inhibitors, primary screen, counter-screen for MBD2 inhibitor project, biochemical, TR-FRET, human UHRF1, single concentration | E3 ubiquitin-protein ligase UHRF1 (Homo sapiens), Q96T88 | UHRF1 binding to methylated oligo | inhibition, % at 4.4 µM | hit rate 0.75% among 370,000 | AID 687016, 2013; in the data active = inhibition above about 21%;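 also: UHRF1 SRA domain binding a hemimethylated CpG hairpin DNA probe; 0% = median of test compound wells and 100% = reference inhibitor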
DDE Tn6 FP inh – inhibitors of Tn6 peptide binding to fibrin DD(E), primary screen, biochemical, fluorescence polarization, human fibrin, Tn6 probe | Fibrinogen beta chain (Homo sapiens), P02675 | Fibrin DD(E) TRITC-Tn6 fluorescence polarization displacement | inhibition, % at 8.3 µM | hit rate 0.21% among 370,000 | AID 720509, 2013;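 active = inhibition above a per-campaign cutoff: mean of compounds within control limits plus 3 SD, cut at about 15% in these data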;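 also: 0% = median of all compound wells on the plate and 100% = blocking peptide control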
ASAP1 GAP inh – inhibitors of human ASAP1 ArfGAP activity, primary screen, biochemical, fluorescence polarization. AID 624377, 2012. ASAP1-stimulated ARF1 GTP hydrolysis, GDP FP detection. inhibition, % at 16.5 µM. hit rate 0.19% among 360,000; in the data active = inhibition above about 25%;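 also: 0% = vehicle with enzyme and substrate and 100% = no enzyme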
PLCg1 inh – PLC-gamma1 enzyme inhibitors, primary screen, biochemical, fluorescence, purified enzyme | inhibition, % at 12.2 µM | AID 720700, 2013 | fluorogenic substrate | 1-phosphatidylinositol 4,5-bisphosphate phosphodiesterase gamma-1 (Homo sapiens), P19174 | hit rate 0.84% among 370,000; in the data active = inhibition above about 9.5%
Target sequence (P19174 whole entry, looked up): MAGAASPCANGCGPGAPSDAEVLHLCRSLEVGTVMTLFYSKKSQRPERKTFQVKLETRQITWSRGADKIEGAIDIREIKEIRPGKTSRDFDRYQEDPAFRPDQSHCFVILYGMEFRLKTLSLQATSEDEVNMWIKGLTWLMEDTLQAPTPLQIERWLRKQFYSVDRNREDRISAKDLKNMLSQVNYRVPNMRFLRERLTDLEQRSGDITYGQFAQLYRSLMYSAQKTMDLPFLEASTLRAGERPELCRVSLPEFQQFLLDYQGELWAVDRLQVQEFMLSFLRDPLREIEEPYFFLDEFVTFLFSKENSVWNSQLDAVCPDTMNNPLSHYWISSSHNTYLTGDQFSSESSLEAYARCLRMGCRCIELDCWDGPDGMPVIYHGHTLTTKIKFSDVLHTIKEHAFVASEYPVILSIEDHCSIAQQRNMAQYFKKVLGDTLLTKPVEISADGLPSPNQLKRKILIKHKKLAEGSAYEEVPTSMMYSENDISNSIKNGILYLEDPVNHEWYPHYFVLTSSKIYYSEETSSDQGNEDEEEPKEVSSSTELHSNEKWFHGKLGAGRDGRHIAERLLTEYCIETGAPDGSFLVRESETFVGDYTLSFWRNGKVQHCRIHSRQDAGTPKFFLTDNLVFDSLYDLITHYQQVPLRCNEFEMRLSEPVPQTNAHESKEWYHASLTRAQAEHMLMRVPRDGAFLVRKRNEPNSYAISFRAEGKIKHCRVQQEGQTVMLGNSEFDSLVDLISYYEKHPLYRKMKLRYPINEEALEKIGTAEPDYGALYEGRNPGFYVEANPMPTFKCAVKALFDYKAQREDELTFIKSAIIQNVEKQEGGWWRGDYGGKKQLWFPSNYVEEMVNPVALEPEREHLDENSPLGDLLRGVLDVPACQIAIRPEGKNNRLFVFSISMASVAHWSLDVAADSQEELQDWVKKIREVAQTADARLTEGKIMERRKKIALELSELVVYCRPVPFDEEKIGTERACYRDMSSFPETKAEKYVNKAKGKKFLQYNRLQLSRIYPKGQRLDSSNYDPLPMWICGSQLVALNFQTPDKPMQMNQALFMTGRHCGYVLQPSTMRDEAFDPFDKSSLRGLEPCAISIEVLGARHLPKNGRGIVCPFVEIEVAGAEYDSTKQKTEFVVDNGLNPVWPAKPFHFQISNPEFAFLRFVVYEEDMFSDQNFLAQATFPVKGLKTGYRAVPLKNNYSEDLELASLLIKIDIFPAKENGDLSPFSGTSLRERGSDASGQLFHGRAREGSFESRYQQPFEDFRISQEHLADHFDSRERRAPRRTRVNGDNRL
PLC-beta3 inh – human PLC-beta3 inhibitors, primary screen, biochemical, fluorescence | 1-phosphatidylinositol 4,5-bisphosphate phosphodiesterase beta-3 (Homo sapiens), Q01970 | Purified PLC-beta3, fluorogenic substrate | inhibition, % at 12.2 µM | hit rate 0.18% among 370,000 | AID 720704, 2013; in the data active = inhibition above about 11%;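 also: 0% = median of compound wells on plate and 100% = full blocker control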
* = called active by the depositor; . = no result given. Hits appear at their usual frequency (roughly 4.1% active in at least one column).

smiles	UHRF1 binding	PLC-beta3 inh	ARFGAP1 inh	ADAM17 inh	MBD2 inh	PLCg1 inh	DDE Tn6 FP inh	ASAP1 GAP inh	proKLK7 act	Tn7 DDE FP
CC(/C=N/NC(=O)c1cc(-c2ccccc2)nc2ccccc12)=C\c1ccco1	-2	-24	14	5	-2	-19	-1	10	-1.3	-3
O=C(O)c1ccc(N=NN2CCCCCC2)cc1	1	3	-2	1	5	1	-3	-8	0.3	2
CC(C)(C)OC(=O)NC(Cc1ccccc1)C(=O)N1CCCC1C(=O)O (configuration not stated)	0	-3	4	-4	3	-2	12	1	0.1	-6
Cn1c(=O)c2c(nc(CCC3CCCC3)n2C)n(C)c1=O	0	4	-2	-3	-3	1	-1	-4	0.5	1
O=C1CCCCCCCN1Cc1ccccc1	0	-5	0	-1	2	1	2	11	0.1	-3
COc1ccc(C(C[N+](=O)[O-])c2c(-c3ccccc3)cc3ccccn23)cc1OC (configuration not stated)	-5	-23	-10	0	-2	-19	-6	6	0.3	-8
Cc1noc(COc2ccc(OCc3nc(C)no3)cc2)n1	-1	2	-4	-4	6	2	5	14	-0.1	3
O=C(COC(=O)/C=C/c1ccccc1[N+](=O)[O-])Nc1ccc(OCc2ccccc2)cc1	1	1	2	0	-1	3	0	-6	-0.4	-2
CNc1nc(-c2ccc3c(c2)CCN3C(=O)c2ccccc2F)c(C)s1	-2	-4	2	0	-7	-3	-2	-13	0.0	2
Cc1nn(C)cc1CN(C)C(=O)c1sc2cccc(Cl)c2c1Cl	0	-2	4	-3	-3	-1	-2	7	-0.2	-1
CCOC(=O)C1(CC2CCCCO2)CCN(S(=O)(=O)c2ccccc2)CC1 (configuration not stated)	0	-1	6	-1	2	1	4	10	0.0	0
O=C(CN1CCN(S(=O)(=O)c2ccc(F)cc2)CC1)Nc1cccc(C(F)(F)F)c1	-2	0	-4	2	-6	-1	-10	11	1.1	0
CCCCOc1ccc(CN(C)c2ncnc(N)n2)cc1	1	-94	11	-3	5	1	1	-5	-0.2	-1
Cc1ccc(O)c(Nc2c3ccccc3nc3ccccc23)c1	-10	-272	9	-485	-10	-184	1	-12	-1.3	-9
Cc1nc(NCC2CCCO2)nc2c1C(=O)CC(C)C2 (configuration not stated)	3	1	-2	-1	0	6	-7	-10	0.5	-1
CN1C(=O)CSC1=Nc1ccc(F)cc1	7	1	7	-5	-1	1	-4	-3	0.2	-3
C[C@H]1CN([C@@H](C)CO)C(=O)c2c(c3ccccc3n2C)-c2ccccc2CO[C@H]1CN(C)C(=O)Nc1cccc(F)c1	0	-1	-2	0	1	2	-1	0	0.5	4
O=C(CCC1CCCC1)N1CCC(N2CCCCCC2)CC1	4	-1	-2	3	1	4	-1	5	-1.1	2
COc1ccc(C(=O)N/C(=C\c2ccc3c(c2)OCO3)C(=O)N2CCOCC2)cc1	5	-3	2	2	2	4	3	22	0.1	-9
CC(=O)c1c(N2CCN(C)CC2)nc(=S)n(Cc2ccccc2)c1C	-2	-1	-7	0	-6	1	0	-6	0.4	-3
CC1NC(=O)N(C)[C@@H]2NC(=O)N(C)C(c3ccc([N+](=O)[O-])cc3)[C@@H]12 (some centres not stated)	-1	4	7	0	3	2	-4	7	0.1	-6
CCN(CC)C(=O)Cn1cc(S(=O)(=O)CC(=O)Nc2cc(C)on2)c2ccccc21	4	-8	8	-9	0	3	5	-16	0.3	4
COC(=O)c1c(C)oc(C)c1S(=O)(=O)Nc1ccc(C(C)C)cc1	-2	0	-4	-2	-6	-1	3	7	-0.3	4
O=C1COc2ccc(OCc3ccc(F)cc3)cc21	6	-3	3	-3	3	-1	-3	4	-0.7	2
CCCCc1c(-c2ccccc2OC)ncn1Cc1ccccc1	1	0	-1	-1	2	3	-1	-6	0.3	5
CC(=C/C(=O)O)/C=C/c1cccs1	-1	1	0	-1	-4	0	3	-12	0.1	-4
Cc1c(Cl)cccc1NC(=S)N1CCN(C(=O)c2ccco2)CC1	1	-7	2	0	1	3	4	7	-0.5	0
CCOCCOCCC(C(=O)OCC)P(=O)(c1ccccc1)c1ccccc1 (configuration not stated)	2	3	10	-10	2	0	4	-3	-0.4	1
Cc1ccc(COC(=O)c2cc(S(=O)(=O)N3CCCCC3)ccc2N2CCOCC2)cc1	1	0	-1	5	2	0	-4	10	-0.2	-5
CC[C@@H]1Cc2[nH][nH]c(=O)c2[C@H](CC(C)C)O1	-6	1	5	-4	3	-1	5	-5	-0.3	7
COc1ccc(S(=O)(=O)N2CCC(C(=O)NC3CC3)CC2)cc1	2	0	1	4	0	7	2	10	0.0	-8
COc1ccc(-c2cc(C)no2)cc1S(=O)(=O)N1CCN(c2cccc(C)c2)C(C)C1 (configuration not stated)	-4	-1	11	6	2	3	-7	-3	0.3	-1
CCOC(=O)C1=C(C)N(c2ccccc2)C(=O)/C1=C\c1cccs1	-2	-1	9	-3	0	1	7	0	-0.1	-2
O=C(CSc1nnc(-c2ccc(Br)o2)n1Cc1ccccc1)c1ccccc1F	-1	2	3	0	4	0	-2	5	0.4	2
C=CCn1c(SCc2ccc(C(=O)NCCO)cc2)nc2sc(C)c(C)c2c1=O	-1	-2	6	4	1	2	-3	7	0.3	2
O=C(CSc1nnc(-c2ccccc2Br)o1)Nc1nncs1	4	11*	2	5	3	4	2	11	0.0	-5
CCC(C)(C)NC(=O)c1ccc2c(c1)S(=O)(=O)c1ccccc1C2=O	-4	4	1	-1	-7	2	-4	-8	0.3	11
COC(=O)c1ccc(COc2nc(C)cc(C)c2C#N)o1	-1	2	6	5	-3	5	2	13	-0.3	7
CC1=C(C(=O)OC2CCCCCCC2)C(c2cccc(O)c2)NC(=O)N1 (configuration not stated)	0	3	-8	7	-2	5	7	0	0.7	0
FC(F)Oc1ccc(NC(=S)N2CCc3ccccc32)cc1	1	1	1	0	3	4	-3	21	-0.2	-7
CCOC(=O)N1CCC(n2c(=S)[nH]c3cc(OC)c(OC)cc3c2=O)CC1	-3	-1	1	1	-4	-2	2	13	-0.5	0
Nc1nc(N)nc(-c2ccc(Cl)c(Cl)c2)n1	2	-9	10	-17	2	-5	-4	14	0.2	1
CCOC(CCn1ccc(O)c(Cc2ccc(Cl)cc2)c1=O)OCC	0	-2	-1	-2	-2	1	3	8	-0.1	-6
O=C(O)CCCCCCCCc1cn(CC2CCCCC2)nn1	14	6	9	-1	7	0	2	3	-0.4	-3
O=C(CNC(=O)c1cccc(Cl)c1)N/N=C/C=C/c1ccccc1	-1	3	6	1	1	1	-4	11	0.4	-8
CCS(=O)(=O)N1Cc2ccccc2CC1C(=O)OCC(=O)Nc1ccc(SC(F)F)cc1 (configuration not stated)	-6	3	-12	3	-7	1	3	13	0.2	6
Cc1[nH]c2ccccc2c1C(=O)c1c(N)[nH]c(C(=O)c2ccccc2)c1-c1ccc(Cl)cc1	-3	-15	11	5	4	-12	0	4	-0.4	5
COc1ccc(N2CCN(C(=O)CN3CCN(c4nc(-c5ccc(F)cc5)cs4)CC3)CC2)cc1	-2	-4	6	-1	-1	2	7	6	0.1	4

Some of these compounds in order of number of heavy atoms, rising.
smiles	UHRF1 binding	PLC-beta3 inh	ARFGAP1 inh	ADAM17 inh	MBD2 inh	PLCg1 inh	DDE Tn6 FP inh	ASAP1 GAP inh	proKLK7 act	Tn7 DDE FP
O=C(CNC(=O)c1cccc(Cl)c1)N/N=C/C=C/c1ccccc1	-1	3	6	1	1	1	-4	11	0.4	-8
CCS(=O)(=O)N1Cc2ccccc2CC1C(=O)OCC(=O)Nc1ccc(SC(F)F)cc1 (configuration not stated)	-6	3	-12	3	-7	1	3	13	0.2	6
COc1ccc(N2CCN(C(=O)CN3CCN(c4nc(-c5ccc(F)cc5)cs4)CC3)CC2)cc1	-2	-4	6	-1	-1	2	7	6	0.1	4

The list goes on:
smiles	UHRF1 binding	PLC-beta3 inh	ARFGAP1 inh	ADAM17 inh	MBD2 inh	PLCg1 inh	DDE Tn6 FP inh	ASAP1 GAP inh	proKLK7 act	Tn7 DDE FP
COc1cccc(C(=O)CSc2nnc(-c3cccs3)o2)c1	0	1	2	1	2	7	-7	-9	-0.1	2
O=C(N/N=C/c1cc(Br)ccc1O)C(c1ccncc1)N1CCOCC1 (configuration not stated)	5	-146	13	-32	1	-144	-1	-2	-71	-7
Cc1cc(C)n(S(=O)(=O)c2ccccc2[N+](=O)[O-])n1	-1	0	-13	-1	-5	3	2	-8	0.0	7
O=C(Nc1cccc(-c2cnc3ccccc3n2)c1)c1ccncc1	-3	-7	-1	-3	2	-1	1	5	-0.2	7
COC(=O)C1CCN(C(=O)CN2CCC(C(=O)c3ccc(C)cc3)CC2)CC1	2	-2	.	-4	3	-4	7	.	-0.1	3
COc1ccc(SC[C@H](C)CN2CC[C@H](NC(=O)OCc3ccccc3)CCC2=O)cc1	15	-3	6	-1	9	2	8	3	0.2	4
COC(=O)[C@]12CCCCC=C1N(Cc1ccc(Cl)cc1Cl)C(=O)[C@H](CC(=O)N1CCCC1)C2	0	2	20	4	-5	3	2	5	-0.3	-9
C/C(=C\C(=O)c1ccccc1)NNC(=O)c1ccc(Cl)cc1	2	-6	12	4	-1	2	1	7	0.9	-11
CC(=O)c1ccc(N2CCN(C(=O)CCCc3nc4ccccc4s3)CC2)cc1	3	-11	-7	-4	4	-11	4	12	-0.1	-1
Cc1nc2c(nnn2Cc2c(Cl)cccc2Cl)c(=O)[nH]1	3	-2	-1	3	1	1	4	-2	-0.6	6
Cc1cc(C(=O)CN2C(=O)NC3(CCCc4ccccc43)C2=O)c(C)n1Cc1ccccc1 (configuration not stated)	-1	-5	3	4	0	-1	0	-4	0.1	-7
CC(=O)N1CCOc2ccc(S(=O)(=O)NC[C@H]3O[C@@H](n4cnc5c(N)ncnc54)[C@H](O)[C@@H]3O)cc21	5	-1	-5	0	7	4	6	-19	0.0	-3
Cc1cc(=O)[nH]c2ccc(Cc3ccccc3)cc12	0	-4	0	-8	2	-1	-7	3	-0.4	-2
